# Screens from PubChem.
# T cell modulator – modulates CD8 T cell binding to vesicles. 2C CD8+ T cell-vesicle binding, flow cytometry; active compounds read low. calls only at 7 µM. 330,000 tested, 0.068% active;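 active = response, share of CD8 T cells binding vesicles, and their 90th percentile fluorescence all below set limits, cut at about 80% in these data, passing the limit was not always enough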
#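 Assay system: 2C TCR transgenic mouse naive CD8+ T cells, MACS-purified | Read-out: CD8+ gate FL2 mean fluorescence as % of same-row positive control | Signal: High-throughput flow cytometry with anti-B7-1 and anti-CD8 staining | Timing: Binding step 1.5 h, 37 °C, antibody labelling 20 min, ice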
# Yfh1-depleted yeast – mitochondrial function rescue without frataxin homolog – Friedreich's ataxia, plus single-dose screen, dose response (AID 1465); S. cerevisiae Yfh1-off respiration, WST-1 reduction, 72 h; higher fold induction means a stronger effect; fold induction at 50 µM, or EC50 in µM where a hit was titrated; 220,000 tested, 0.074% active;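 active = fold induction of absorbance versus untreated yeast above a set limit, then at least 30% activation at any dose in follow-up; inconclusive = repeats straddling the limit, or above it without dose testing; inactive = fold induction below the set limit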;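 also: activators that raise dye reduction in frataxin-depleted yeast; strong numbers were not always called active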
# MT stabilize HCS – microtubule stabilization, imaging screen | HeLa tubulin immunostaining HCS, 24 h; share of cells brighter than vehicle mean+2SD | % tubulin-high responders, % at 10 µM | 200,000 tested, 0.83% active;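 active = plate Z-score above 3 for both tubulin-high and condensed-nucleus cell shares, with cell loss under 80%, at 10 µM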;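 also: anti alpha tubulin signal scored within the nucleus-defined area of each cell; some results filed as inactive read as strong as hits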
# P. falciparum M17LAP – P. falciparum M17LAP inhibitors, primary screen, biochemical, fluorogenic H-Leu-NHMec substrate, 1536-well (AID 1619); inhibition, % at 30 µM, or IC50 in µM where a hit was titrated; 220,000 tested, 0.38% active; recombinant M17LAP, H-Leu-NHMec fluorogenic kinetic assay; higher % means a stronger effect;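 active = compound inhibiting the enzyme by more than half at any dose during confirmatory dose-response retesting; inconclusive = strong single-dose inhibitors picked by rank but not retested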;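 also: plate controls were full reaction with DMSO carrier for no effect and no enzyme background for full effect; strong numbers were not always called active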
# M1AAP inhibition – malaria alanyl aminopeptidase activity blockers – biochemical, fluorogenic H-Leu-NHMec substrate, 1536-well (AID 1445) | recombinant M1AAP, H-Leu-NHMec fluorogenic kinetic assay; higher % means a stronger effect | inhibition, % at 30 µM, or IC50 in µM where a hit was titrated | 220,000 tested, 0.42% active;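 active = primary inhibition above the hit cutoff, then over 50% inhibition at one or more dose response concentrations, cut at about 23% in these data, passing the limit was not always enough; inconclusive = conflicting primary data, or primary hits not chosen for dose response; inactive = low primary inhibition, or under 50% at every dose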;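 also: plate controls were DMSO full reaction for no effect and no enzyme background for full effect; strong numbers were not always called active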
# Dynein cargo inh – blocks dynein driven cargo transport along microtubules; 3617.4 mouse cells, GR-EGFP nuclear translocation imaging; test concentration mostly 20 µM; stimulated with dexamethasone, 1 µM; active compounds read low; z-score, hits read low; 220,000 tested, 0.47% active; AID 1381;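 active = plate z-score of nuclear minus cytoplasmic receptor signal below a set negative limit, without overly bright fluorescence or cell loss, cut at about -3.5 in these data, passing the limit was not always enough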;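 also: z-score of nuclear minus cytoplasmic ring GR-EGFP intensity difference per well; some compounds called inactive have numbers as strong as hits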
#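 Buffer or medium: tet-free, stripped-serum medium; Also added: dexamethasone, 1.0 µM final; Technique: high-content fluorescence imaging after fixation; Times: 48 h induction, 1 h compound, 30 min dex at 37 °C; Read-out: per-cell GR-EGFP intensity, nucleus versus surrounding cytoplasmic ring, well-averaged.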
# WT yeast gro inh – growth inhibition of WT yeast, mitochondrial fusion screen; mitochondrial fusion phenotypic screen, WT strain; inhibition, % at 10 µM; 190,000 tested, 2.1% active; AID 1362; in the data active = inhibition above about 58%; tested in S. cerevisiae
# bCat nuc transl – beta-catenin nuclear translocation modulation; HeLa beta-catenin nuclear translocation, immunofluorescence imaging; 190,000 tested, 0.3% active; nuclear translocation activity, % at 5 µM;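 active = nuclear translocation activity above 50% at 5 µM, with a well cell count of 50 or more; inconclusive = wells under 50 cells across six images, flagged as toxic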;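 also: per-cell ratio of nuclear to cytoplasmic median beta-catenin stain intensity; plate controls were DMSO negative control for no effect and GSK-3 inhibitor IX positive control for full effect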
#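 Test system: human HeLa cells, native beta-catenin. Compound dosing: 5 µM primary single dose, 0.1% DMSO, 0.02–20 µM confirmation series. Incubation: compound exposure 24 h at 37°C. Detection: beta-catenin immunostaining with DAPI counterstain, 20x imaging, 6 fields/well. Read-out basis: Nuclear/cytoplasmic beta-catenin signal ratio, % activation.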
# Autophagy HCS – alters autophagy in cells; MEF GFP-LC3 puncta imaging; test concentration mostly 10 µM; calls only at 10 µM (by protocol); 190,000 tested, 0.98% active; AID 463193;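 active = percentage of spot-positive cells more than 3 SD above its plate mean, without a fluorescence outlier flag or 80% toxicity; inconclusive = no clear call, values can overlap the other calls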;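 also: spot-positive cell cutoff set from DMSO-treated cells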
# WT yeast gro inh mutant strain – also measured in WT yeast gro inh; calls as there; inhibition, %; mitochondrial fusion phenotypic screen, mutant strain inhibition
# Dynein cargo inh cytoplasmic EGFP – recorded beside Dynein cargo inh, whose call it bears; z-score; measured here: cytoplasmic GR-EGFP intensity; active compounds read high
# Dynein cargo inh nuclear GR-EGFP – second read-out of Dynein cargo inh, no call of its own (marks repeat the call); z-score; measured here: nuclear GR-EGFP intensity;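 lower value marks the stronger effect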
# Dynein cargo inh cell count – further read-out of Dynein cargo inh, marked with its call; z-score; measured here: cell count per field
# bCat nuc transl cell count 5 µM – recorded beside bCat nuc transl, whose call it bears; cell count; measured here: cell count, cytotoxicity flag
# T cell modulator vesicle-bound % – recorded beside T cell modulator, whose call it bears; double positive events, %; measured here: CD8+ vesicle-bound cell fraction;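 binding gate set so that unloaded-vesicle control wells show 10% double positive cells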
# MT stabilize HCS Hoechst-high % – further read-out of MT stabilize HCS, marked with its call; % Hoechst-high responders; measured here: nuclear condensation Hoechst responders;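 share of cells brighter than vehicle mean plus two SD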
# MT stabilize HCS cytotoxicity % – also measured in MT stabilize HCS; calls as there; toxicity, %; measured here: cytotoxicity by cell density;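 0% = mean cell density of plate MIN control wells and 100% = no cells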
# Autophagy HCS cell loss 18 h – recorded beside Autophagy HCS, whose call it bears; toxicity, %; measured here: cell loss, nuclei count;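 cell loss after 18 h compound exposure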
# Active calls of the source: *; i = inactive; ? = inconclusive; · = not tested or not shown.
SMILES,T cell modulator,T cell modulator vesicle-bound %,Yfh1-depleted yeast,MT stabilize HCS,MT stabilize HCS Hoechst-high %,MT stabilize HCS cytotoxicity %,P. falciparum M17LAP,M1AAP inhibition,Dynein cargo inh,Dynein cargo inh cytoplasmic EGFP,Dynein cargo inh nuclear GR-EGFP,Dynein cargo inh cell count,WT yeast gro inh,WT yeast gro inh mutant strain,bCat nuc transl,bCat nuc transl cell count 5 µM,Autophagy HCS,Autophagy HCS cell loss 18 h
Cc1cc(C=O)c(C)n1-c1ccc(Cl)c(C(=O)O)c1,i,50,i,4.4,1.4,11,14%,9%,2.1,0.11,1.3,-1.2,7,17,-1.6,994,i,17
Cc1ccnc(NS(=O)(=O)c2ccc3c(c2)CCO3)c1,i,57,i,·,·,·,-5%,-2%,1.2,-0.2,1.2,-1.1,·,·,-0.1,1336,·,·
COc1ccc(-c2csc3nc(-c4cccnc4)nc(Cl)c23)cc1OC,i,34,i,4.5,4.7,2.6,-10%,4%,-4.4*,0.76*,-2.3*,-1.7*,63*,25*,1.3,468,i,15
CCOc1ccc(C2c3cc(OC)c(OC)cc3CC(=O)N2c2ccc(OC)cc2)cc1 (stereo unspecified),i,46,i,42*,27*,40*,4%,-2%,-0.45,-0.16,0.36,1.4,-1,-1,11,1228,i,19
O=c1cc(-c2ccccc2)[nH][nH]1,i,30,i,3.8,1.6,5.5,?,5%,0.3,-0.25,-0.00048,-0.8,-24,7,-1.7,1250,i,-6
CCCCN(C)S(=O)(=O)c1ccc(C(=O)N(CCN(C)C)c2nc3ccc(C)cc3s2)cc1,i,68,i,3.4,2.7,7.7,-1%,0%,-0.36,-0.38,-0.61,0.67,3,1,-5.2,1112,i,-4
N/C(=N\NC(=O)c1sccc1OCc1ccc(Cl)cc1Cl)c1ccccn1,i,60,i,5.3,1.4,24,-11%,-20%,-0.0096,-0.083,0.16,-0.15,38,27,-0.3,950,i,28
CC(=O)Nc1cccc(NC(=O)COc2nncc3ccccc23)c1,i,38,i,3.8,1.6,6.8,43%,1%,0.31,-0.16,-0.064,-0.41,15,5,-2.9,1031,i,14
Cc1ccc(N(Cc2cc3ccc(C)cc3[nH]c2=O)C(=O)c2ccco2)cc1,i,22,i,·,·,·,-5%,11%,0.034,-0.68,-0.3,0.051,·,·,0.4,1318,·,·
CCCN(CC(=O)Nc1ccccc1Br)CC(=O)Nc1ccc(F)c(F)c1F,i,48,i,5.2,3.2,4.9,-1%,-2%,0.25,-0.25,0.41,0.28,3,10,-1.7,1015,i,-3
CCOC(=O)CSC1=C(C#N)C(=O)NC(c2ccc(OC)cc2)S1 (stereo unspecified),i,17,i,2.0,2.2,13,11%,3%,0.055,0.054,0.25,0.58,-9,-6,-3.1,1146,i,-5
CCOc1ccc(CC(=O)NNC(=S)NC2CCCCC2)cc1OCC,i,39,i,1.0,1.7,9.6,-3%,-17%,·,·,·,·,0,-10,-1.5,1164,i,-6
CCOC(=O)c1c(NC(=O)c2cc(C(C)C)on2)sc(C(C)=O)c1C,i,12,i,3.0,1.9,1.2,-4%,11%,2.8,-0.21,1.7,-1.8,-15,-18,-14,1268,i,6
COc1ccc(Cl)cc1NS(=O)(=O)c1cc(Cl)ccc1OC,i,22,i,1.2,1.0,6.9,-8%,-1%,-1.2,-0.19,-0.35,1.3,30,0,-0.7,1151,i,-2
O=C(NCc1ccccc1)c1cc(-n2cnnc2)ccc1Cl,i,53,i,2.6,2.7,6.0,-3%,-11%,-1,-0.18,-0.32,0.3,20,2,-1.3,1023,i,38
Cc1ccc(NNc2c(C)nc3ccccc3nc2=O)cc1,i,36,i,1.4,1.9,4.5,-2%,1%,0.034,0.44,0.38,1,-17,8,-2.0,1492,i,-3
CCN(C(=O)COC(=O)COc1ccc2c(C)cc(=O)oc2c1)C1CCS(=O)(=O)C1 (stereo unspecified),i,46,i,2.0,2.2,6.6,10%,9%,-1.1,0.011,-0.57,0.37,-13,-4,1.4,1009,i,-4
O=C1S/C(=C/c2ccccc2F)C(=O)N1CCN=C1NS(=O)(=O)c2ccccc21,i,37,i,4.8,2.6,3.9,19%,5%,0.045,0.21,0.23,0.089,1,10,-2.1,1114,i,6
CCCOC(=O)c1c(N)sc(C(=O)OCC)c1C,i,45,i,1.2,2.3,5.7,-15%,1%,0.31,-0.19,-0.26,-1.4,-20,-8,-4.0,568,i,-10
CC(=O)Oc1c(Cl)cc(Cl)cc1/C=C/c1ccc2ccccc2n1,i,26,i,3.0,1.4,2.6,7%,15%,-0.56,-0.056,-0.37,0.18,83*,42*,-2.7,1455,i,9
Cn1ncc([N+](=O)[O-])c1C(=O)Nc1ccn(Cc2ccccc2F)n1,i,34,i,3.2,2.0,9.1,5%,2%,0.037,-0.21,0.31,0.31,8,18,-3.7,989,i,8
CCn1c(SCC(=O)NCCc2ccccc2)nc2sc3c(c2c1=O)CCN(C)C3,i,20,i,·,·,·,0%,9%,-0.19,-0.21,-0.26,-0.042,·,·,-3.5,1169,·,·
CCOC(=O)C(Cc1ccccc1)(NC(C)=O)C(=O)OCC,i,50,i,1.9,1.1,6.6,-2%,0%,-0.94,-0.34,-0.24,1.1,-7,-12,3.4,1092,i,-4
Cc1ccc(C)c(S(=O)(=O)N/N=C/c2ccc(N3CCOCC3)cc2)c1,i,48,i,·,·,·,·,·,-1.2,-0.73,-0.86,0.39,·,·,-1.7,1388,·,·
COc1ccc([N+](=O)[O-])cc1N(CC(=O)NCCC1=CCCCC1)S(C)(=O)=O,i,43,i,3.2,3.0,4.9,22%,5%,1.2,-0.13,1,-1.8,-7,6,-2.6,581,i,0

# Carrying on.
SMILES,T cell modulator,T cell modulator vesicle-bound %,Yfh1-depleted yeast,MT stabilize HCS,MT stabilize HCS Hoechst-high %,MT stabilize HCS cytotoxicity %,P. falciparum M17LAP,M1AAP inhibition,Dynein cargo inh,Dynein cargo inh cytoplasmic EGFP,Dynein cargo inh nuclear GR-EGFP,Dynein cargo inh cell count,WT yeast gro inh,WT yeast gro inh mutant strain,bCat nuc transl,bCat nuc transl cell count 5 µM,Autophagy HCS,Autophagy HCS cell loss 18 h
CC(=O)SC1CC(=O)N(c2ccc(C(C)(C)C)cc2)C1=O (stereo unspecified),i,24,i,·,·,·,3%,1%,0.22,-0.22,0.58,0.066,·,·,-0.1,1325,·,·
COc1cc(-c2nnc(-c3cc(OC)c(OC)c(OC)c3)o2)cc(OC)c1OC,i,44,i,3.2,1.6,1.9,-2%,1%,-0.029,-0.28,-0.002,0.21,-3,-4,-3.3,1207,i,24
O=C(/C=C/c1ccco1)Nc1ccc(CN2CCOCC2)cc1,i,26,i,·,·,·,7%,10%,-1.3,-0.18,-0.73,0.91,·,·,-4.4,1170,·,·
Cc1ccc(C2NC(=O)NC(O)(C(F)(F)F)C2C(=O)c2cccs2)o1 (stereo unspecified),i,23,i,4.0,1.6,2.7,4%,-5%,-0.77,-0.26,-0.35,0.0063,13,2,0.6,1233,i,7
Cc1cccc(-n2c(C)cc(/C=C3\NC(=O)NC3=O)c2C)c1,i,28,i,·,·,·,4%,15%,-0.71,-0.19,-0.03,0.51,·,·,0.0,1382,·,·
COc1ccc(NC(=O)NCCCN2CCc3ccccc3C2)cc1,i,61,i,4.0,2.6,13,-1%,12%,1.3,-0.14,0.8,-0.64,12,-2,-0.1,1146,i,7

# One compound at a time, as listed above. Values in the order: T cell modulator	T cell modulator vesicle-bound %	Yfh1-depleted yeast	MT stabilize HCS	MT stabilize HCS Hoechst-high %	MT stabilize HCS cytotoxicity %	P. falciparum M17LAP	M1AAP inhibition	Dynein cargo inh	Dynein cargo inh cytoplasmic EGFP	Dynein cargo inh nuclear GR-EGFP	Dynein cargo inh cell count	WT yeast gro inh	WT yeast gro inh mutant strain	bCat nuc transl	bCat nuc transl cell count 5 µM	Autophagy HCS	Autophagy HCS cell loss 18 h
# Results for CCn1c(SCC(=O)NCCc2ccccc2)nc2sc3c(c2c1=O)CCN(C)C3 → i	20	i	·	·	·	0%	9%	-0.19	-0.21	-0.26	-0.042	·	·	-3.5	1169	·	·
# Results for O=c1cc(-c2ccccc2)[nH][nH]1 → i	30	i	3.8	1.6	5.5	?	5%	0.3	-0.25	-0.00048	-0.8	-24	7	-1.7	1250	i	-6
# Results for CCOc1ccc(CC(=O)NNC(=S)NC2CCCCC2)cc1OCC → i	39	i	1.0	1.7	9.6	-3%	-17%	·	·	·	·	0	-10	-1.5	1164	i	-6
# Results for Cc1ccnc(NS(=O)(=O)c2ccc3c(c2)CCO3)c1 → i	57	i	·	·	·	-5%	-2%	1.2	-0.2	1.2	-1.1	·	·	-0.1	1336	·	·
